Mcl1-Noxa inh – Mcl-1/Noxa binding inhibitors, primary screen, biochemical, TR-FRET, 1536-well. Induced myeloid leukemia cell differentiation protein Mcl-1 (Homo sapiens), Q07820. actives 1.5% (n = 220,000). TR-FRET Mcl-1/Noxa peptide binding, 2 h. AID 1022, 2008. inhibition, % at 21.7 µM;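 active means compounds that cut the protein-peptide binding signal by more than 50% relative to plate controls in a single-dose test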;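 further: His-tagged Mcl-1 with rhodamine Noxa BH3 peptide and terbium anti-His antibody; 0% = Mcl-1 plus Noxa peptide wells and 100% = peptide-only wells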
Target sequence (Q07820 whole entry, looked up): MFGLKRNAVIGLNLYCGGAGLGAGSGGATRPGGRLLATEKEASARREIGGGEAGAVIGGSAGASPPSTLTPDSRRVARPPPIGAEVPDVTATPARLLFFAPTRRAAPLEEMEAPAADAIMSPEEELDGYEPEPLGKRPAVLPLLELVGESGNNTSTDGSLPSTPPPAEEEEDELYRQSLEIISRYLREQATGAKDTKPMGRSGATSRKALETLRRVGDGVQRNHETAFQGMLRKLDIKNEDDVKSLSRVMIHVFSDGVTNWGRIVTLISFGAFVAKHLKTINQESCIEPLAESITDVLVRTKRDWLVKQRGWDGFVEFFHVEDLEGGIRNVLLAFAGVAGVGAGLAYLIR
Bim-Bfl-1 – inhibitors of Bim binding to Bfl-1, primary screen, biochemical, multiplexed, bead-based flow cytometry. Bim-Bfl-1 binding inhibition. inhibition, % at 10 µM. actives 0.12% (n = 190,000). AID 1008, 2008;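 further: 0% = wells without compound plus tracer and 100% = blocker peptide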
Bim-Bcl-W – inhibitors of Bim binding to Bcl-W, primary screen, biochemical, multiplexed, bead-based flow cytometry. actives 0.02% (n = 190,000). Bcl-2-like protein 2 (Homo sapiens), Q92843. AID 952, 2007. Bim peptide-Bcl-W binding. inhibition, % at 10 µM;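 further: 0% = bound tracer without compound and 100% = peptide blocker; higher means less fluorescent Bim peptide bound to Bcl-W beads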
Mcl1 Bid PPI – Mcl-1/Bid binding inhibitors, primary screen, biochemical, TR-FRET, 1536-well. Induced myeloid leukemia cell differentiation protein Mcl-1 (Homo sapiens), Q07820. TR-FRET Mcl-1/Bid-Dy647 peptide binding. inhibition, % at 21.7 µM. actives 0.97% (n = 220,000);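 active means compounds that cut the binding signal by more than half at the single screening dose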;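 further: His-tagged Mcl-1 with europium anti-His antibody binding Bid BH3 peptide; 0% = Mcl-1 plus peptide wells and 100% = peptide-only wells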
Bim-Mcl-1 – inhibitors of Bim peptide binding to Mcl-1, primary screen, biochemical, bead-based flow cytometry, multiplex; Induced myeloid leukemia cell differentiation protein Mcl-1 (Homo sapiens), Q07820; Bim peptide-Mcl-1 binding; inhibition, % at 10 µM; actives 0.1% (n = 190,000); AID 1009, 2008;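 further: 0% = no compound tracer wells and 100% = peptide blocker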
Bim-Bcl-B – inhibitors of Bim-Bcl-B binding, primary screen, biochemical, multiplexed, human Bcl-2 family; Bcl-2-like protein 10 (Homo sapiens), Q9HD36; bead-based flow cytometry, Bim peptide-Bcl-B binding; inhibition, % at 10 µM; actives 0.073% (n = 190,000);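 further: 0% = tracer peptide without compound and 100% = reference inhibitor peptide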
RGS8-Gao – RGS8-Galphao binding modulators, primary screen, biochemical, multiplexed bead flow cytometry; Guanine nucleotide-binding protein G(o) subunit alpha (Homo sapiens), P09471; actives lie on both sides; response (percent of control binding), % at 10 µM; actives 0.34% (n = 220,000); AID 1423, 2008; in the data active means response below about 60% or above about 140%; inactive means in between;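 further: Galphao activated as the GDP aluminium fluoride complex binding bead-coupled RGS8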
Bim-Bcl-XL – inhibitors of Bim-Bcl-XL binding, primary screen, biochemical, multiplexed, bead flow cytometry, human Bcl-XL | Bcl-2-like protein 1 (Homo sapiens), Q07817 | Bim peptide-Bcl-XL binding, fluorescence | inhibition, % at 10 µM | actives 0.04% (n = 190,000) | AID 1007, 2008
Target sequence (Q07817 whole entry, looked up): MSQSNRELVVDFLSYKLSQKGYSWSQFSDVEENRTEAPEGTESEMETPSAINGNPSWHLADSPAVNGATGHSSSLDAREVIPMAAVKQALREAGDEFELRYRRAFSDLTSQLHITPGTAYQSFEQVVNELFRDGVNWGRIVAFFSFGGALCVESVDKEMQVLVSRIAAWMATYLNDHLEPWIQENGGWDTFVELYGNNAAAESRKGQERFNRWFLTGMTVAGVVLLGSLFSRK
RGS4-Gao reg – modulators of RGS4 binding to Galphao, primary screen, biochemical, multiplexed bead flow cytometry. binding response (% of control), % at 10 µM. Guanine nucleotide-binding protein G(o) subunit alpha (Homo sapiens), P09471. AID 1415, 2008. actives lie on both sides. actives 0.33% (n = 220,000); in the data active means binding response below about 49% or above about 150%; inactive means in between;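 further: fluorescent Galphao activated with aluminum fluoride binding bead-coupled RGS4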
Bim-Bcl-2 – inhibitors of Bim-Bcl-2 binding, primary screen, biochemical, multiplexed, human Bcl-2 family. Bead-based flow cytometry, Bim peptide-Bcl-2 binding. inhibition, % at 10 µM. actives 0.06% (n = 190,000). AID 950, 2007; in the data active means inhibition above about 40%; inconclusive means no clear call, values can overlap the other calls;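 further: 0% = no compound wells with probe peptide and 100% = reference peptide inhibitor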
Target sequence (P10415 whole entry, looked up): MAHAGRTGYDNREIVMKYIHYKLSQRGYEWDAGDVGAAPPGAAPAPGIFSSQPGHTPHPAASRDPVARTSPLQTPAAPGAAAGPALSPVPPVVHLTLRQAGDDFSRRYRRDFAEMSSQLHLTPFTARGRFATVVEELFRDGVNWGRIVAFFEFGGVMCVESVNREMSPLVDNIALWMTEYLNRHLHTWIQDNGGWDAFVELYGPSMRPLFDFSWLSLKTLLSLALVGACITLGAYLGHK
RGS7-Gao reg – RGS7-Galphao binding modulators, primary screen, biochemical, multiplexed bead flow cytometry | Guanine nucleotide-binding protein G(o) subunit alpha (Homo sapiens), P09471 | actives lie on both sides | binding response (% of control), % at 10 µM | actives 0.35% (n = 220,000); in the data active means binding response below about 49% or above about 150%; inconclusive means no clear call, values can overlap the other calls; inactive means in between;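 further: fluorescent Galphao held in activated GDP-AlF4 state binding bead-coupled RGS7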
An asterisk follows results filed as active; ? = inconclusive; / = no result given. Unless noted, no stated cut-off is given here; in the data, active means inhibition above about 40%.

SMILES | Mcl1-Noxa inh | Bim-Bfl-1 | Bim-Bcl-W | Mcl1 Bid PPI | Bim-Mcl-1 | Bim-Bcl-B | RGS8-Gao | Bim-Bcl-XL | RGS4-Gao reg | Bim-Bcl-2 | RGS7-Gao reg
O=C(/C=C/c1ccc([N+](=O)[O-])cc1)NCCN1C(=O)S/C(=C\c2ccc(F)cc2)C1=O | -2 | 7 | 9 | 1 | -3 | 5 | 102 | 3 | 101 | 0 | 108
O=C(CC1C(=O)NCCN1Cc1ccc(-c2ccccc2)cc1)NCC1CC1 (configuration not stated) | 6 | -8 | 0 | -10 | 1 | -5 | 100 | 0 | 104 | -4 | 100
O=C(Cn1nnc(-c2ccc(Cl)cc2)n1)NCc1ccco1 | 11 | -9 | -2 | -73 | 0 | -5 | 96 | -1 | 93 | -2 | 95
O=S1(=O)CC(NCc2ccccc2)C(Nc2ccc(Cl)cc2)C1 (configuration not stated) | 8 | -15 | -1 | -6 | -4 | -11 | 99 | -7 | 101 | -8 | 103
CCCSc1nnc2[nH]c(=O)cc(N)n12 | 1 | 5 | 4 | -9 | 2 | 1 | 86 | -1 | 82 | 3 | 99
CCOC(=O)c1c(-c2ccc(C)o2)csc1NC(=O)CN1CCN(CC)CC1 | 19 | -14 | 5 | -21 | 1 | -4 | 96 | -2 | 89 | -2 | 94
COc1ccc(CNC(=O)CCc2c(C)nc3cc(-c4ccccc4OC)nn3c2C)cc1 | 9 | / | / | -12 | / | / | 107 | / | 111 | / | ?
CCc1nnc(NC(=O)CSc2ccc(-c3ccc(C)cc3)nn2)s1 | -2 | -3 | 0 | -34 | -2 | -8 | 97 | -3 | 95 | -3 | 97
Cc1[nH]c2ccccc2c1C(=O)/C=C\c1ccccc1Cl | -1 | -15 | -11 | 19 | -9 | -19 | 99 | -13 | 103 | -8 | 98
O=C(Cc1ccccc1)N1CCN(S(=O)(=O)c2cccc([N+](=O)[O-])c2)CC1 | -10 | -5 | -1 | -29 | -1 | -2 | 102 | -2 | 103 | -2 | 101
O=C(CSc1nccn1-c1ccc(F)cc1)Nc1ccc2c(c1)OCO2 | 13 | -2 | -3 | -39 | 0 | -3 | 103 | -4 | 97 | -2 | 98
COc1ccc(NC2=Nc3cccc4cccc2c34)cc1 | 14 | -6 | -4 | -18 | -5 | -12 | 101 | -9 | 99 | -4 | 98
O=C(OCCN1C(=O)c2cccc3c(N4CCOCC4)ccc(c23)C1=O)c1ccc(Cl)cc1Cl | -151 | 16 | 10 | -26 | 10 | -12 | 98 | 20 | 98 | 16 | 104
N=c1n(CCN2CCCCC2)c2ccccc2n1CC(=O)c1cccs1 | 1 | / | / | -23 | / | / | 101 | / | 102 | / | ?
CC(C)c1nc2oc3c(=O)[nH]cnc3c2c2c1COC(C)(C)C2 | 9 | / | / | 18 | / | / | 101 | / | 102 | / | ?
CN(C)CCCNCC(=O)NN(c1ccccc1)c1ccccc1 | 14 | / | / | -18 | / | / | 102 | / | 102 | / | ?
CC1CN(c2nc(-c3ccc(Br)cc3)nnc2-c2ccccc2)CC(C)N1 (configuration not stated) | -16 | -1 | 2 | -10 | 0 | 4 | 105 | 2 | 101 | 5 | 99
CCCCN=c1scc(-c2ccc3c(c2)NC(=O)CO3)n1N=C1CCCC1 | 12 | -9 | 2 | -20 | -125 | -38 | 97 | -15 | 92 | -18 | 96
CCOc1ccc(Cn2nnc(C(=O)Nc3cc(OC)cc(OC)c3)c2N)cc1 | -42 | -4 | 0 | -5 | 0 | -5 | 101 | -4 | 103 | -3 | 102
COc1cc(/C=N/n2cnnc2)ccc1OCCOc1ccccc1 | 13 | -7 | -5 | -6 | -7 | -3 | 94 | -7 | 96 | 1 | 97
CCN(CC)c1ccc(C2NC(=O)NC(C)=C2C(=O)Nc2ccccc2)cc1 (configuration not stated) | 12 | 5 | -6 | -3 | 0 | 0 | 105 | 0 | 99 | 0 | 97
CN1CCN(c2nc3c(c(=O)[nH]c(=O)n3C)n2Cc2cccc3ccccc23)CC1 | -9 | -12 | -2 | -11 | -1 | -9 | 100 | -4 | 95 | -10 | 95
C=CC[n+]1c(-c2ccc(C)cc2)csc1Nc1ccc(NC(C)=O)cc1 | 16 | 0 | 0 | -22 | -2 | -14 | 100 | 0 | 98 | -2 | ?
CCOC(=O)C(C(C)=O)c1c(Br)c(O)c(O)c2c(C(=O)c3ccc(C)cc3)coc12 (configuration not stated) | 68* | 33 | 19 | 20 | 4 | -2 | 88 | 4 | 88 | 14 | 82
O=C(N/N=C/c1cccc(Oc2ccccc2)c1)c1ccccc1Br | 8 | -16 | -1 | -1 | -3 | -12 | 103 | -4 | 104 | -12 | 105
Additional results
SMILES | Mcl1-Noxa inh | Bim-Bfl-1 | Bim-Bcl-W | Mcl1 Bid PPI | Bim-Mcl-1 | Bim-Bcl-B | RGS8-Gao | Bim-Bcl-XL | RGS4-Gao reg | Bim-Bcl-2 | RGS7-Gao reg
O=C1SC(c2ccccc2)=N/C1=C/c1ccco1 | -3 | -7 | 3 | -8 | 4 | -7 | 103 | -2 | 107 | -1 | 100
CCOC(=O)C1CCCN(c2nc(C)nc3c2oc2ccccc23)C1 (configuration not stated) | 23 | -2 | 1 | 14 | 0 | 3 | 100 | 0 | 101 | 0 | 104
CC(c1ccccc1)N1C(=O)NC(NC(=O)c2cccnc2)(C(F)(F)F)C1=O (configuration not stated) | -8 | -1 | -2 | -12 | -2 | -4 | / | -6 | / | -8 | /
CCOc1ccc(C(c2c(NC(=O)c3ccccc3)sc(C)c2C)N2CCN(C)CC2)cc1 (configuration not stated) | 14 | -13 | -7 | -44 | -5 | -16 | 100 | -11 | 103 | -10 | 101
Cc1cc2ccccn2c1C(=O)c1ccc(N/N=C/c2ccc(C(=O)O)cc2)c([N+](=O)[O-])c1 | 93* | / | / | 73* | / | / | 103 | / | 102 | / | ?
CCOC(=O)Nc1ccc(S(=O)(=O)Nc2cc(C)on2)cc1 | -7 | -9 | 2 | -20 | 0 | -5 | 99 | -4 | 100 | -3 | 99
O=C(CN1C(=O)COc2ccc(Cl)cc21)N1CCc2ccccc21 | -4 | 5 | 3 | 10 | 0 | 2 | 92 | 2 | 100 | 0 | 100
COc1cc(C(=O)N2CCN(c3ccccc3OC)CC2)c([N+](=O)[O-])cc1OC | -7 | -5 | 2 | -36 | 1 | -1 | 99 | -3 | 99 | -3 | 98
CC(=O)c1cccc(-n2c(CCC(=O)O)ccc2-c2cccs2)c1 | 38 | -17 | 0 | -1 | 1 | -4 | 101 | -1 | 102 | -6 | 100
COc1ccc(NC(=O)CSc2nc3c(c(=O)n2-c2ccc(F)cc2)SCC3)cc1 | 25 | -8 | 2 | -20 | 0 | -5 | 102 | -1 | 101 | -6 | 102
NS(=O)(=O)c1ccc2nc(NC(=O)c3ccncc3)sc2c1 | 16 | -5 | -2 | -23 | 0 | -5 | 101 | -3 | 102 | 1 | 105
O=C(CN1C(=O)/C(=C/c2ccccc2)SC1=S)Nc1cccnc1 | -4 | -14 | -3 | -30 | 0 | -7 | 87 | -1 | 103 | -4 | 94
COCCn1c(SCC(=O)N2CCCCC2)nc2ccccc2c1=O | -1 | -3 | 2 | -8 | 0 | 1 | 100 | -3 | 99 | -2 | 96
O=C(CNS(=O)(=O)c1c(Cl)cccc1Cl)OCc1csc(-c2ccccc2)n1 | 25 | 1 | -3 | -16 | -6 | -3 | 98 | -1 | 99 | 0 | 95
COc1cc(OC)c2c(-c3ccccc3)cc(=O)oc2c1C(CC(=O)N1CCN(c2ccccc2)CC1)c1ccc(N(C)C)cc1 (configuration not stated) | 15 | / | / | -90 | / | / | 99 | / | 102 | / | ?
Cn1cc(C(=O)c2ccc(Cl)cc2Cl)cc1C(=O)N/N=C(\N)COc1ccc(Cl)cc1Cl | -71 | -17 | 1 | -44 | -2 | -5 | 92 | -7 | 87 | -10 | 91
O=C(c1ccc(NS(=O)(=O)c2ccccc2)cc1)N1CCN(Cc2ccc3c(c2)OCO3)CC1 | -13 | -13 | 4 | -21 | 0 | -3 | 104 | 0 | 101 | -3 | 99

Among those listed so far, seven have an aryl methoxy group:
SMILES | Mcl1-Noxa inh | Bim-Bfl-1 | Bim-Bcl-W | Mcl1 Bid PPI | Bim-Mcl-1 | Bim-Bcl-B | RGS8-Gao | Bim-Bcl-XL | RGS4-Gao reg | Bim-Bcl-2 | RGS7-Gao reg
COc1ccc(CNC(=O)CCc2c(C)nc3cc(-c4ccccc4OC)nn3c2C)cc1 | 9 | / | / | -12 | / | / | 107 | / | 111 | / | ?
COc1ccc(NC2=Nc3cccc4cccc2c34)cc1 | 14 | -6 | -4 | -18 | -5 | -12 | 101 | -9 | 99 | -4 | 98
CCOc1ccc(Cn2nnc(C(=O)Nc3cc(OC)cc(OC)c3)c2N)cc1 | -42 | -4 | 0 | -5 | 0 | -5 | 101 | -4 | 103 | -3 | 102
COc1cc(/C=N/n2cnnc2)ccc1OCCOc1ccccc1 | 13 | -7 | -5 | -6 | -7 | -3 | 94 | -7 | 96 | 1 | 97
COc1cc(C(=O)N2CCN(c3ccccc3OC)CC2)c([N+](=O)[O-])cc1OC | -7 | -5 | 2 | -36 | 1 | -1 | 99 | -3 | 99 | -3 | 98
COc1ccc(NC(=O)CSc2nc3c(c(=O)n2-c2ccc(F)cc2)SCC3)cc1 | 25 | -8 | 2 | -20 | 0 | -5 | 102 | -1 | 101 | -6 | 102
COc1cc(OC)c2c(-c3ccccc3)cc(=O)oc2c1C(CC(=O)N1CCN(c2ccccc2)CC1)c1ccc(N(C)C)cc1 (configuration not stated) | 15 | / | / | -90 | / | / | 99 | / | 102 | / | ?

Bioassay records (PubChem)
